From PubChem
Epigenetic reg: Quantitative High-Throughput Screen for Regulators of Epigenetic Control; 0.2% of 280,000 active; AID 1865, 2009; murine LDR cells, GFP reporter derepression, 30 h; Potency, µM (doses to about 53.9 µM), inactives show at the highest dose GFP activation, most hits filed as activators; also: potency is read from the fitted curve at half-maximal effect; % of control where 0% means no effect; nearly all actives have a fitted effect of over 60% in size
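GFP-positive cell count by laser-scanning cytometry (objects 20–120 um) after 30 h, 37 C compound exposure of murine LDR cells; reporter is CMV-GFP integrated at a silenced locus, inducible by HDAC or DNMT inhibitors.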
Lamin A splicing: qHTS Assay for Modulators of Lamin A Splicing; HeLa LMNA splicing GFP/RFP minigene ratio, 48 h; Potency, µM (doses to about 46.1 µM), without a hit: top-dose ratio change, negative = inhibition, most hits filed as inhibitors; 0.01% of 200,000 active; AID 1487, 2009; active = well fitted inhibition curve with a large enough effect in the signal ratio, with a control signal flat, not every such curve was filed as active; inconclusive = small, poorly fitted or top-dose-only effect, or effect the other way, or a change in a side signal; the % refers to the signal ratio; also: potency is read from the fitted curve at half-maximal effect; % is scaled to controls: 0 for no effect and ±100 for the full control effect
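S3 HeLa stable clones carrying a lamin A-EGFP splicing minigene plus DsRed2 were seeded at 600 cells/well in Opti-MEM with 2% FBS, pin-dosed and incubated 48 h at 37°C. Acumen cytometry (488 nm) gave the GFP/RFP total-intensity ratio.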
Luc counter: Counterscreen for Luciferase (Kinase-Glo TM) Inhibition | 0.28% of 200,000 active | Kinase-Glo luciferase, ATP luminescence, 8 min | Potency, µM (series often up to 38.3 µM), without a hit: at the highest dose activity change, negative = inhibition, actives largely listed as inhibitors; also: potency is read from the fitted curve at half-maximal effect; % is scaled to controls: 0 for no effect and ±100 for the full control effect; nearly all actives have a fitted effect of over 60% in size
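Compound is pinned into ATP-containing buffer (10 uM ATP, imidazole pH 7.2, 7 mM MgCl2). Kinase-Glo luciferase reagent is then added. Light output is recorded following an 8-min room-temperature incubation.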
CBFb RUNX1 block: qHTS Assay for Compounds Blocking the Interaction Between CBF-beta and RUNX1 for the Treatment of Acute Myeloid Leukemia; AlphaScreen CBFb-His/RUNX1-biotin binding, biochemical; Potency, µM (series often up to 59.8 µM), for the others: at the top dose activity, negative = inhibition, usual class: inhibitors; 230,000 tested, under 10 active; AID 1477, 2009; also: % of control where 0% means no effect
Target sequence (Q01196 whole entry, looked up): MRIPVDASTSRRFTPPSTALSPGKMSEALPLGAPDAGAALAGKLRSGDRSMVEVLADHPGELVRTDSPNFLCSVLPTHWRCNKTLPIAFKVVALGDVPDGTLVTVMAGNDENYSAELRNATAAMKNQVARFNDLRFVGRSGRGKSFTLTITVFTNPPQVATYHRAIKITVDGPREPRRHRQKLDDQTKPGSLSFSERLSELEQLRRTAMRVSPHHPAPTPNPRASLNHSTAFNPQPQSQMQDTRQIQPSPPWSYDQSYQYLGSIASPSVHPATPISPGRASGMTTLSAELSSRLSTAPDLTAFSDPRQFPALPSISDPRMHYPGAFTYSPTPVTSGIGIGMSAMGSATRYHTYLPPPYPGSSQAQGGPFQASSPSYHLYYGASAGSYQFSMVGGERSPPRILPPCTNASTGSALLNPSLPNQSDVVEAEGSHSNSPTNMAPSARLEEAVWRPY
Target sequence (Q13951 whole entry, looked up): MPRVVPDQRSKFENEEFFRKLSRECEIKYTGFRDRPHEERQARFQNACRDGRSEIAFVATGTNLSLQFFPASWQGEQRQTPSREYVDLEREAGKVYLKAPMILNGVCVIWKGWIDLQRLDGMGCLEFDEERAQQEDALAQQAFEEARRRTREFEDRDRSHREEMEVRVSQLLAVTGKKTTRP
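AlphaScreen proximity signal reports loss of binding between His-tagged CBF-beta and biotin-labelled RUNX1, each at 30 nM. Proteins are pre-associated for 20 minutes, compounds added for 15 minutes, then beads for 90 minutes, all at ambient temperature.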
NPSR antagonist: qHTS Assay for Antagonists of the Neuropeptide S Receptor: cAMP Signal Transduction | Q6W5P4 | Potency, µM (highest dose often 38.3 µM), inactives show top-dose activity change, negative = inhibition, actives largely listed as inhibitors | 1% of 220,000 active | CHO-NPSR cells, cAMP TR-FRET, antagonist mode; also: potency is read from the fitted curve at half-maximal effect; % is scaled to controls: 0 for no effect and ±100 for the full control effect; nearly all actives have a fitted effect of over 50% in size; many of its hits are not listed in these tables
Target sequence (Q6W5P4 whole entry, looked up): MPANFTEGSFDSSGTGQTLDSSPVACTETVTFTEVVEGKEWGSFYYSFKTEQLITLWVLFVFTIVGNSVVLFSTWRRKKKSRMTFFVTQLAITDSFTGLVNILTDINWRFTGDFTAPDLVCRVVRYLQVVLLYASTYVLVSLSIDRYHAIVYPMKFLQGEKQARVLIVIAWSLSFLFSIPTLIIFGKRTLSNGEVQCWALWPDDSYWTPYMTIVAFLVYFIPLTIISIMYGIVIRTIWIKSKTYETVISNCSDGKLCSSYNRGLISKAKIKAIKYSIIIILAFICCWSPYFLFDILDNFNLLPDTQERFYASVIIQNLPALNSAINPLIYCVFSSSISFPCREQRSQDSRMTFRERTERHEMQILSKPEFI
IMPase Li cell: qHTS Assay for Identifying the Cell-Membrane Permeable IMPase Inhibitors: Potentiation with Lithium. CHO-M1 cells, IP1 TR-FRET (IP-One), carbachol + lithium. Potency, µM (series often up to 59.4 µM), without a hit: at the top dose activity, negative = IMPase inhibition, actives largely listed as inhibitors. 0.35% of 210,000 active;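 also: IP1 builds up when IMPase is blocked and the TR-FRET signal falls; potency is read from the fitted curve at half-maximal effect; plate controls were basal vehicle for no effect and high inhibitor control for full effect; nearly all actives have a fitted effect of over 50% in size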
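CHO cells stably expressing M1 receptor (2000/well) were cultured 16–30 h, then exposed to compounds with a small lithium addition for 30 min at 37C. IP1 was measured by TR-FRET competition; AC50 from Hill fits.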
HttQ103 aggreg: qHTS Multiplex Assay to Identify Dual Action Probes in a Cell Model of Huntington: Aggregate Formation (GFP) | 1.1% of 220,000 active | Potency, µM (series often up to 46.1 µM), for inactives: at the top dose activity change, negative = inhibition, usual class: inhibitors | PC12 HttQ103-GFP aggregates, Acumen cytometry, 40 h; also: potency is read from the fitted curve at half-maximal effect; % is scaled to controls: 0 for no effect and ±100 for the full control effect; nearly all actives have a fitted effect of over 60% in size
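Huntingtin Q103 exon 1–GFP aggregates in induced PC12 cells (100 nM tebufenozide) were quantified by cytometry from lysates, with compounds dosed in titration.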
Active calls of the source: *; u = inconclusive; x = not tested or not shown; & = joins results of further samples; [ ] = another dose, or the depositor's remark. Unless noted, calls follow the shape of the dose curve; as a rule, active = well fitted curve in the direction sought with a large enough effect; inconclusive = small, poorly fitted or top-dose-only effect, or another doubt; inactive = no such curve, though single readings can be large; an effect the other way counts as inactive or inconclusive. These rows are one share of the data. The share of hits here may be higher or lower than overall.

Values in the order: Epigenetic reg	Lamin A splicing	Luc counter	CBFb RUNX1 block	NPSR antagonist	IMPase Li cell	HttQ103 aggreg
O=c1cc(-c2cccc(F)c2)[nH]c2ccccc12
    -1.6%[96.6 µM]	u	3.0%[39.9 µM]	-17.1%[136 µM]	22.3%	1.5%&3.7%	-31.5%
CCN1C(=O)/C(=C/c2ccc(OC)c(OC)c2)N=C1SCC(=O)NCc1ccco1
    -1.0%	-2.2%	12.4%	7.4%	-13.7%	7.1%	16.4%
Cn1cnnc1SCCC(=O)Nc1ccc(Cl)cc1
    0.0%	-5.7%	-1.9%	1.8%	11.8%[46.1 µM]	2.1%	-1.9%
CC(=C/C(=O)O)/C(=C/c1ccccc1)C(=O)O
    1.0%	-2.8%	3.5%	4.4%	23.5%	0.3%	u
COc1ccccc1NC(=O)Cn1nnc(-c2ccccc2NC(=O)c2ccco2)n1
    2.4%	u	1.4%	3.4%	-3.3%[46.1 µM]	-1.9%	11.6%
CNC(=O)CSc1cnc2ccccc2n1
    -0.1%	-8.4%[9.22 µM]	-3.7%	4.2%	7.4%	-10.0%	16.8%
O=C(NC1CCCC1)C1=COCCO1
    -1.0%	7.8%	-1.0%	14.1%	7.8%[46.1 µM]	4.9%[38.3 µM]	3.2%
O=C(CCN1C(=O)C2C3C=CC(C3)C2C1=O)Oc1ccc2ccccc2c1 (stereo not drawn)
    4.8%	u	1.0%	5.9%	10.5%	-7.7%	6.4%
CC(=O)c1ccc2c(c1)C1C=CCC1C(c1ccc(S(=O)(=O)N3CCOCC3)cc1)N2 (stereo not drawn)
    0.0%	u	-7.0%	-13.2%	-0.6%	-5.1%	10.9%
CCC(C(=O)c1ccc(O)cc1)c1ccccc1 (stereo not drawn)
    0.1%	u	-1.3%	2.3%	-10.8%[46.1 µM]	-1.2%[38.3 µM]	-10.0%
O=C(O)C1C2C=CC(C2)C1C(=O)Nc1cccc(C(=O)N2CCCCC2)c1 (stereo not drawn)
    -1.0%	-4.2%	-5.4%	3.9%	0.8%[46.1 µM]	24.2%[38.3 µM]	22.3%
CS(=O)(=O)N1CCN(C(=O)Nc2ccccc2)CC1
    3.4%	4.8%[46 µM]	3.5%	-2.0%	-13.3%	14.0%	-0.8%[9.22 µM]
O=C(N/N=C/c1ccccn1)c1ccco1
    -1.1%	9.2%	-3.5%	-6.1%	-5.3%[46.1 µM]	-1.0%[38.3 µM]	-18.0%
c1c(C2CCCCC2)n[nH]c1CN1CCCCC1
    1.2%	-2.4%	2.3%	2.6%	-10.4%[46.1 µM]	19.9%[38.3 µM]	-12.7%
CN1CCN(C(=O)CN(c2cccc(Cl)c2)S(=O)(=O)c2ccccc2)CC1
    0.0%	4.0%	9.0%	0.1%	4.5%[46.1 µM]	6.7%[38.3 µM]	-0.4%
O=C(CCc1nc2ccccc2s1)NCc1ccccc1F
    14.2%	x	-2.7%	-5.2%	27.9%	4.4%	-3.7%
COc1c(C(=O)Nc2ccc3[nH]c(=O)[nH]c3c2)cc2ccccc2c1Br
    -1.5%	-3.6%[46 µM]	2.3%	-14.6%	-5.4%	3.3%	-1.1%[9.22 µM]
COC(=O)CSc1nnc(-c2ccoc2C)n1-c1ccc(OC)cc1
    -1.0%	4.3%	3.0%	-2.4%	-9.4%[46.1 µM]	11.0%[38.3 µM]	-4.6%
O=C(NCc1ccccc1)c1cc(=O)c2ccccc2o1
    -0.7%	u	1.5%	-4.4%	4.2%	5.9%	-13.6%
CCC(c1nnc(SCC(=O)Nc2ccc(C(=O)Nc3ccccc3OC)cc2)o1)N(C)C (stereo not drawn)
    2.5%	-2.2%	1.4%	-14.1%	-15.0%[46.1 µM]	9.5%[38.3 µM]	21.2%
CN1CCN(C2=NC(=O)/C(=C/c3cn[nH]c3-c3ccccc3)S2)CC1
    -0.6%	x	x	5.4%	-41.0%	x	8.3%[9.22 µM]
CC(C)(C)c1nnc2sc(SCC(=O)N3CCc4ccccc43)nn2c1=O
    0.0%	x	1.3%	-9.8%	-18.4%	8.5%	-30.4%
Cc1ccc2cc(C=O)c(N(C)C)nc2c1
    0.9%	-3.7%	0.7%	12.2%	14.9%	-7.9%	6.6%
NC(=O)NC(=O)CSc1nc2cc([N+](=O)[O-])ccc2n1-c1cccc(C(F)(F)F)c1
    0.0%	x	x	-2.8%	-43.8%	x	-2.2%[9.22 µM]
CCc1ccc(-n2c(O)c(C=NCCN(CC)CC)c(=O)[nH]c2=O)cc1
    -0.9%	-1.9%[0.0737 µM]	3.1%	1.3%	13.2%[46.1 µM]	-11.3%[38.3 µM]	1.4%
CC(=O)Nc1cccc2c1C(=O)N(c1ccc(C)cc1)C2=O
    -1.0%	2.8%	2.0%	2.8%	4.9%	3.0%	-10.9%
Clc1nc(CN2CCCCC2)nc2sc3c(c12)CCCC3
    1.1%	-12.2%[46 µM]	0.1%	4.5%	-18.8%	0.3%	-30.0%
CC(=O)N(C)c1nc(N)n(-c2ccccc2)n1
    2.8%	x	1.5%	1.2%	9.0%	-6.5%	-2.4%[9.22 µM]
CN1Cc2sc(NC(=S)NC(=O)c3ccccc3)c(C#N)c2CC1(C)C
    u	x	x	-19.2%	-13.4%	x	12.3%[9.22 µM]
CC(NC(=S)Nc1c(Cl)cccc1OC(F)F)C(C)(C)C (stereo not drawn)
    -1.0%	-0.9%	2.6%	2.1%	-2.7%	11.2%	-21.7%

A different layout for part of the listing above:
CC(=O)c1ccc2c(c1)C1C=CCC1C(c1ccc(S(=O)(=O)N3CCOCC3)cc1)N2 (stereo not drawn)
  Epigenetic reg: 0.0%
  Lamin A splicing: u
  Luc counter: -7.0%
  CBFb RUNX1 block: -13.2%
  NPSR antagonist: -0.6%
  IMPase Li cell: -5.1%
  HttQ103 aggreg: 10.9%
CC(=C/C(=O)O)/C(=C/c1ccccc1)C(=O)O
  Epigenetic reg: 1.0%
  Lamin A splicing: -2.8%
  Luc counter: 3.5%
  CBFb RUNX1 block: 4.4%
  NPSR antagonist: 23.5%
  IMPase Li cell: 0.3%
  HttQ103 aggreg: u

(cont.)
Values in the order: Epigenetic reg	Lamin A splicing	Luc counter	CBFb RUNX1 block	NPSR antagonist	IMPase Li cell	HttQ103 aggreg
C=CCC1(C#N)C(SC)=NC2=C(C(=O)CC(C)(C)C2)C1c1ccc(Br)cc1 (stereo not drawn)
    0.0%	-11.2%	-3.2%	-20.2%	u	6.6%	-18.2%
C=CCNCCCCOc1ccccc1-c1ccccc1
    0.0%	u	-1.2%	4.9%	9.6%	9.9%	13.3%
CC1(C)CC(=O)C(C=Nc2cccc(/N=C/C3=C(O)CC(C)(C)CC3=O)n2)=C(O)C1
    1.6%	3.9%	-9.5%	1.2%	u	0.8%[38.3 µM]	0.4%
CCCCSc1nnc(NC(=O)CCc2ccccc2)s1
    0.0%	-5.4%	1.8%	4.3%	-7.3%[46.1 µM]	4.3%[38.3 µM]	-2.1%
COc1ccc(Nc2ccc(N3C(=O)CCCC3=O)cc2[N+](=O)[O-])c(OC)c1
    -1.9%	-1.5%	-3.5%	-28.9%	-8.7%	4.1%	-4.8%
Cc1cccc(C(=O)Nc2ccccc2C(=O)NCc2cccnc2)c1
    0.8%	27.3%[46 µM]	3.7%	-4.6%	-8.9%	3.1%	-7.9%
O=C(NCc1ccccc1)c1cccc(COc2ccc3c(c2)CCC3)c1
    -1.0%	-16.3%	3.0%	29.5%	-10.9%	6.5%	-20.1%
Cc1ccc(N/C=C/C(=O)c2ccc(C)cc2)cc1
    -1.8%	4.7%	-14.2%	-12.8%	3.8%[46.1 µM]	20.4%[38.3 µM]	16.7%
Cc1cc(NS(=O)(=O)c2ccc(NC(=O)C(CC(C)C)N3C(=O)c4ccccc4C3=O)cc2)nc(C)n1 (stereo not drawn)
    0.0%	5.4%	2.3%	-0.8%	-3.9%[46.1 µM]	-1.6%[38.3 µM]	2.4%
S=C(NCc1ccc2[nH]c3c(c2c1)CCCC3)Nc1ccccc1
    0.2%	u	1.5%	u	-40.6%	10.9%	u
COCn1c(COc2ccc3ccccc3c2)nc2ccccc21
    -2.0%	u	-7.4%	8.8%	-12.8%[46.1 µM]	10.2%	-30.1%
CC[n+]1c(/C=C(\C)SC)sc2ccccc21
    -1.3%	-13.0%	-8.8%	6.2%	-26.3%[46.1 µM]	24.6%[38.3 µM]	-29.6%
Cc1ccccc1OCC(=O)O/N=C(\N)Cc1ccc(Cl)cc1
    0.7%	5.5%	-1.8%	u	3.8%[46.1 µM]	9.8%[38.3 µM]	0.6%
CN1c2ccccc2N(C)C1c1c(O)ccc2ccccc12
    0.8%	-11.8%	4.0%	1.8%	4.8%[46.1 µM]	13.8%	-16.7%
COc1ccc(C2CC(c3cccs3)=NN2c2ccc(C=O)cc2)cc1 (stereo not drawn)
    u	u	-1.3%	-1.5%	-26.1%	u	0.0%
O=C(Cc1ccc([N+](=O)[O-])cc1)Nc1cccc(C(F)(F)F)c1
    -1.0%	u	3.8%	0.2%	-17.9%	-4.4%	-14.6%
COc1ccc(NC(=O)c2cc([N+](=O)[O-])nn2Cc2ccccc2)c(C)c1
    0.0%	2.4%	2.2%	0.9%	-21.2%[46.1 µM]	5.8%[38.3 µM]	-10.7%
CCc1nc2c3cnn(-c4cc(Cl)ccc4C)c3ncn2n1
    -0.2%	-1.3%	-2.2%	-8.9%	5.1%[46.1 µM]	-7.9%[38.3 µM]	-16.8%
CNC1(C(N)=O)CCNCC1
    0.0%	x	x	9.1%	12.2%	x	3.1%[9.22 µM]
CCOC(=O)CN1C(=O)N[C@@H](CCc2ccccc2)C(C(C)=O)=C1C
    x	-0.4%[9.22 µM]	-1.2%[7.66 µM]	-5.3%[13.1 µM]	x	-0.2%	x
COc1ccc2nc(Sc3c([N+](=O)[O-])nc(C)n3Cc3ccccc3)[nH]c2c1
    -0.3%	u	-0.5%	3.2%	-25.9%[46.1 µM]	-0.4%[38.3 µM]	x
COc1ccccc1NC1=C(C)C(=O)CC1
    -1.6%	u	-2.2%	10.0%	-3.9%[46.1 µM]	13.5%[38.3 µM]	u
O=C(Cn1cnc2c(cnn2-c2ccccc2)c1=O)NCCc1ccccc1
    -1.2%	-3.3%	2.3%	10.7%	-3.9%[46.1 µM]	5.9%	-8.1%
CCC(=O)Nc1c(C#N)c2nc3ccccc3nc2n1C1CCCCC1
    -1.1%	13.2%	1.5%	10.8%	-12.6%[46.1 µM]	12.8%[38.3 µM]	-4.9%
